AT treatment: potential ataxia-telangiectasia treatments restoring KAP-1 phosphorylation. […] A-T fibroblasts, KAP-1 phosphorylation AlphaLISA; neocarzinostatin DNA damage 30 min before lysis. Potency, µM (series often up to 57.5 µM), without a hit: at the highest dose activation, hits mostly activators. 320,000 compounds, 0.19% hits. AID 485349; also: potency is read from the fitted curve at half-maximal effect; % of control where 0% means no effect; nearly all actives have a fitted effect of over 45% in size
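ATM-like activity read as KAP-1 phosphorylation via AlphaLISA donor/acceptor antibody pairs after lysis and 6 hr at 25C. Cells were ATM-null patient fibroblasts ([…], hTERT), dosed 60 min, then exposed to the DSB inducer NCS for 30 min.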
hERG WT inh: inhibitors of human wildtype KCNH2 potassium channel | Q12809 | U2OS, BacMam KCNH2, thallium flux FluxOr; active compounds read low | activity change, % at 1.84 µM | 340,000 compounds, 0.37% hits | AID 720551;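 active = maximum activity change below -70%; inconclusive = maximum activity change between -70% and -50%; inactive = maximum activity change above -50%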; also: % is scaled to controls: 0 for no effect and ±100 for the full control effect
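U2OS cells transduced with wild-type KCNH2 virus are loaded with FluxOr dye for 45 min, and thallium flux is measured in kinetic reads before and after stimulation buffer. Rate constants are normalized to DMSO controls.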
TRPV1 ag: human TRPV1 agonism; Q8NER1; TRPV1-expressing cells, Fluo-8 calcium influx, agonist mode; activation, % at 8.33 µM; 320,000 compounds, 0.19% hits; AID 540275; in the data active = activation above about 80%; inconclusive = between about 30% and that limit; also: 0% is about no effect
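Cells expressing TRPV1 were dye-loaded with Fluo-8 and read kinetically: 10 s baseline, 3 min after compound (agonist portion), then 2 min after EC20 capsaicin (allosteric enhancer portion). Calcium-bound dye fluorescence at 480/520 nm.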
MBNL1-CUG inh: inhibitors of human MBNL1 binding to CUG repeat RNA | Q9NR56 | TR-FRET MBNL1-His/biotin-(CUG)12 binding, 665/545 ratio | Potency, µM (highest dose often 57.5 µM), for the others: at the highest dose activity change, negative = inhibition, hits mostly inhibitors | 280,000 compounds, 0.036% hits | AID 2675; active = well fitted inhibition curve with a large enough effect in the signal ratio, with a control signal flat, not every such curve was filed as active; inconclusive = small, poorly fitted or top-dose-only effect, or effect the other way, or a change in a side signal; inactive = no such curve, though single readings can be large or run the other way; the % refers to the signal ratio; also: potency is read from the fitted curve at half-maximal effect; % is scaled to controls: 0 for no effect and ±100 for the full control effect
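MBNL1-His + Biotin-(CUG)12, cpd titration 92 nM–58 uM; Tb anti-His Ab 0.055 ng/ul, SA-XL665 5 nM (final); 60 min RT; ratiometric 665/545 nm, Ex 340 nm; normalized to buffer and full-complex controls.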
KCNH2 3.1 block: inhibitors of human KCNH2 3.1 potassium channel isoform. activity change, % (tested at about 1.8 µM). 340,000 compounds, 0.95% hits. U2OS KCNH2 3.1, thallium flux FluxOr; active compounds read low. AID 720553;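 active = maximum activity change below -70%; inconclusive = maximum activity change from -70% to -50%; inactive = maximum activity change above -50%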;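 also: thallium influx rate constant from kinetic fluorescence after stimulation buffer; % is scaled to controls: 0 for no effect and ±100 for the full control effect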
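Measured as rate of thallium-driven FluxOr signal in transduced U2OS cells carrying the 3.1 channel, read kinetically for 2 min upon stimulation; values are rate constants scaled to DMSO control wells.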
CXXC DNA block: MLL CXXC-DNA interaction inhibition. Q03164. MLL-CXXC / FITC-HOXA9 DNA fluorescence polarization. Potency, µM (series often up to 115 µM), without a hit: top-dose activity change, negative = inhibition, hits mostly inhibitors. 290,000 compounds, 0.037% hits; active = well fitted inhibition curve with a large enough effect in the polarisation, with a control signal flat, not every such curve was filed as active; inconclusive = small, poorly fitted or top-dose-only effect, or effect the other way, or a change in a side signal; inactive = no such curve, though single readings can be large or run the other way; the % refers to the polarisation; also: potency is read from the fitted curve at half-maximal effect
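Fluorescence polarization: 7 uM MLL-CXXC (stock) preincubated 5 min with compounds, then 50 nM fluorescein-HOX-A9 DNA (stock) added; 30 min ambient. Buffer 50 mM Tris-HCl pH 7.5, 50 mM NaCl, 1 mM DTT, 0.05% BSA.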
ASM inhibitor: human S-ASM enzyme inhibition; Potency, µM (top dose mostly 57.5 µM), without a hit: at the highest dose activity change, negative = inhibition, actives largely listed as inhibitors; 340,000 compounds, 0.006% hits; placental ASM, HMU-PC fluorogenic substrate, 60 min; P17405; also: potency is read from the fitted curve at half-maximal effect
Target sequence (P17405 47-631 limits assumed): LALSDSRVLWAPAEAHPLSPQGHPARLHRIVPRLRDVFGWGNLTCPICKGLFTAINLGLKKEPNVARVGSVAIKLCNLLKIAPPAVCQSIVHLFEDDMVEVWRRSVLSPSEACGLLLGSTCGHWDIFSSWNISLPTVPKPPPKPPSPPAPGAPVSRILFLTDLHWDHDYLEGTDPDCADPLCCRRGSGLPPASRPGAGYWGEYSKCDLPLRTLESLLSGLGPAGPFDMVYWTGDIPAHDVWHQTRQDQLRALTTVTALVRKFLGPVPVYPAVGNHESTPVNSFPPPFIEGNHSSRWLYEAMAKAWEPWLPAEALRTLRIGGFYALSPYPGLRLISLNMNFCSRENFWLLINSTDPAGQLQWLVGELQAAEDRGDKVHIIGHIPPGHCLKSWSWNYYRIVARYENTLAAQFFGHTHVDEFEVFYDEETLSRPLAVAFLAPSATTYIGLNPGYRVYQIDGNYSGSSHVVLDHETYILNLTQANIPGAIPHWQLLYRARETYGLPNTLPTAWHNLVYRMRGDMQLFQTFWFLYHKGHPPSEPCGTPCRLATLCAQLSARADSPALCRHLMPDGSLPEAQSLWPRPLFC
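Fluorescence read-out (Ex 386 nm, Em 447 nm) after stopping the reaction at pH 10. Enzyme: ASM from human placenta; substrate HMU-PC0, 9 uM final; 60 min, 37 °C. Compound preincubation 10 min, ambient temperature.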
Coupling enz: coupling enzyme interference in Giardia aldolase counter-screen; 290,000 compounds, 0.67% hits; activity change, negative = inhibition, % at 58.2 µM, hits read low; AID 2472; coupling enzyme system counterscreen, AmpLite Red fluorescence; in the data active = activity change below about -30%; also: % is scaled to controls: 0 for no effect and ±100 for the full control effect
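Activity here indicates interference with the coupling reaction, not aldolase inhibition. Compounds at 57.5 uM final met coupling enzymes for 10 min at RT; substrate and AmpLite Red detection followed, with a 525/598 nm fluorescence read after 20 min.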
a7 integrin act: activators of alpha7 integrin expression for muscular dystrophy; alpha7betagal myoblasts, beta-gal FDG fluorescence, 48 h; Potency, µM (highest dose often 38.3 µM), for the others: at the top dose activation, usual class: activators; 350,000 compounds, 0.064% hits; AID 624291;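 also: potency is read from the fitted curve at half-maximal effect; 100% = response of the positive control SU9516; nearly all actives have a fitted effect of over 60% in size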
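Alpha7betagal+/- myoblasts (passage 13) were plated 16-24 hr, then exposed to compounds (1:260 dilution of DMSO stock) for 48 hours at 37C. After MPER lysis, β-galactosidase reporter activity was read as FDG fluorescence (ex 480/em 540) after 30 minutes.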
GALK inh: galactokinase (human) inhibition; Purified GALK, Kinase-Glo residual ATP luminescence; Potency, µM (titrated, usually from 57.5 µM), for inactives: top-dose activity change, negative = inhibition, hits mostly inhibitors; 270,000 compounds, 0.007% hits; also: potency is read from the fitted curve at half-maximal effect; % is scaled to controls: 0 for no effect and ±100 for the full control effect
Target sequence (P51570 whole entry, looked up): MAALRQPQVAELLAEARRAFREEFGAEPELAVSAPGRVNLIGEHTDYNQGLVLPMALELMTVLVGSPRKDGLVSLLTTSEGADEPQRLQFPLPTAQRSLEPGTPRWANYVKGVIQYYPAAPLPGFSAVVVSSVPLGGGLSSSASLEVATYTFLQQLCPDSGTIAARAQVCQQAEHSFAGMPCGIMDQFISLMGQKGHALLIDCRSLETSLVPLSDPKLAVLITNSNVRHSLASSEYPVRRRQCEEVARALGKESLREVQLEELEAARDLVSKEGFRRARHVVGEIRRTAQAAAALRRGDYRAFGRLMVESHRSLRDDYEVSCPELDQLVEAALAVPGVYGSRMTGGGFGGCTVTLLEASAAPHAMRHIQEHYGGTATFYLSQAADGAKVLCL
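Compounds were pin-transferred into ATP buffer (35 uM final), then GALK plus galactose (5 nM, 100 uM final) was added. After 1 h at room temperature, Kinase-Glo Plus was added and luminescence read after 10 min.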
The depositor's hits bear a star; ? = inconclusive; . = not tested or not shown; [ ] = another dose, or the depositor's remark. Unless noted, calls follow the shape of the dose curve; as a rule, active = well fitted curve in the direction sought with a large enough effect; inconclusive = small, poorly fitted or top-dose-only effect, or another doubt; inactive = no such curve, though single readings can be large; an effect the other way counts as inactive or inconclusive. Not a hit list. Share with any hit: about 2%.

SMILES	AT treatment	hERG WT inh	TRPV1 ag	MBNL1-CUG inh	KCNH2 3.1 block	CXXC DNA block	ASM inhibitor	Coupling enz	a7 integrin act	GALK inh
CSc1ccc(CCNC(=O)c2cc(-c3ccccc3)c(N3CCOCC3)s2)cc1	7%	0	2	39%[activator]	-8	3%	-6%	7	26%	-1%
CN1CCN(CC(O)COc2ccc(C34CC5CC(CC(C5)C3)C4)cc2)CC1 (configuration not stated)	1%	1	1	-1%	-32	16%	-23%	2	-72%[inhibitor]	0%
CC(C)Nc1ncnc2c1cnn2Cc1ccccc1Cl	5%	-1	19	-8%	3	3%	-2%	2	0%	.
CC(=O)Nc1ccc(S(=O)(=O)N2CCN(CC(=O)N3CCOCC3)CC2)cc1	-8%	4	10	11%	19	-8%	-4%	1	-11%	6%
O=C(OCC(=O)N1CCCc2ccccc21)c1cc(S(=O)(=O)N2CCOCC2)ccc1O	4%	-1	7	.	6	.	2%	.	-23%	.
CCCN(CCC)S(=O)(=O)c1ccc(C(=O)NNc2nc(-c3ccccc3)c3cc(Br)ccc3n2)cc1	-8%	11	2	0%	-5	5%	0%	11	-9%	2%
COC(=O)c1cccc(S(=O)(=O)N(Cc2ccco2)Cc2cc3cc(OC)ccc3[nH]c2=O)c1	.	-19	7	16%	-15	4%	29%	-5	-46%[inhibitor]	4%
Cc1ccc(S(=O)(=O)NCc2ccccc2)cc1C(=O)N1CC(C)CC(C)C1 (configuration not stated)	2%	-2	?	.	-15	.	1%	.	-9%	.
Cc1ccccc1S(=O)Cc1ccc(C(=O)NC2CC2)o1 (configuration not stated)	2%	-2	0	0%	1	7%	0%	.	20%	-2%
Cc1ccc(N2C(=O)C3C(C2=O)N2C(c4cccs4)C4C(=O)N(c5ccc(C)cc5)C(=O)C4N2C3c2cccs2)cc1 (configuration not stated)	3%	-3	1	-12%	-36	4%	0%	-3	-11%	.
NS(=O)(=O)c1ccc(NC(=S)NC2CCCCCC2)cc1	6%	-7	?	-2%	8	-2%	-3%	0	-33%	0%
O=C(O)CSc1ccccc1C(=O)O	.	3	-6	3%	-1	6%	2%	-1	-17%	3%

Twelve neighbouring records already listed, for reference:
SMILES	AT treatment	hERG WT inh	TRPV1 ag	MBNL1-CUG inh	KCNH2 3.1 block	CXXC DNA block	ASM inhibitor	Coupling enz	a7 integrin act	GALK inh
CSc1ccc(CCNC(=O)c2cc(-c3ccccc3)c(N3CCOCC3)s2)cc1	7%	0	2	39%[activator]	-8	3%	-6%	7	26%	-1%
CN1CCN(CC(O)COc2ccc(C34CC5CC(CC(C5)C3)C4)cc2)CC1 (configuration not stated)	1%	1	1	-1%	-32	16%	-23%	2	-72%[inhibitor]	0%
CC(C)Nc1ncnc2c1cnn2Cc1ccccc1Cl	5%	-1	19	-8%	3	3%	-2%	2	0%	.
CC(=O)Nc1ccc(S(=O)(=O)N2CCN(CC(=O)N3CCOCC3)CC2)cc1	-8%	4	10	11%	19	-8%	-4%	1	-11%	6%
O=C(OCC(=O)N1CCCc2ccccc21)c1cc(S(=O)(=O)N2CCOCC2)ccc1O	4%	-1	7	.	6	.	2%	.	-23%	.
CCCN(CCC)S(=O)(=O)c1ccc(C(=O)NNc2nc(-c3ccccc3)c3cc(Br)ccc3n2)cc1	-8%	11	2	0%	-5	5%	0%	11	-9%	2%
COC(=O)c1cccc(S(=O)(=O)N(Cc2ccco2)Cc2cc3cc(OC)ccc3[nH]c2=O)c1	.	-19	7	16%	-15	4%	29%	-5	-46%[inhibitor]	4%
Cc1ccc(S(=O)(=O)NCc2ccccc2)cc1C(=O)N1CC(C)CC(C)C1 (configuration not stated)	2%	-2	?	.	-15	.	1%	.	-9%	.
Cc1ccccc1S(=O)Cc1ccc(C(=O)NC2CC2)o1 (configuration not stated)	2%	-2	0	0%	1	7%	0%	.	20%	-2%
Cc1ccc(N2C(=O)C3C(C2=O)N2C(c4cccs4)C4C(=O)N(c5ccc(C)cc5)C(=O)C4N2C3c2cccs2)cc1 (configuration not stated)	3%	-3	1	-12%	-36	4%	0%	-3	-11%	.
NS(=O)(=O)c1ccc(NC(=S)NC2CCCCCC2)cc1	6%	-7	?	-2%	8	-2%	-3%	0	-33%	0%
O=C(O)CSc1ccccc1C(=O)O	.	3	-6	3%	-1	6%	2%	-1	-17%	3%

The listing continues:
SMILES	AT treatment	hERG WT inh	TRPV1 ag	MBNL1-CUG inh	KCNH2 3.1 block	CXXC DNA block	ASM inhibitor	Coupling enz	a7 integrin act	GALK inh
NC(=O)C1(N2CCCCC2)CCN(C(=O)CSc2nc3ccccc3o2)CC1	.	-5	.	.	11	.	3%	.	11%	.
COc1ccc(OCCC(=O)OCC(=O)NC2CCCCC2)cc1	10%	-6	.	.	16	.	3%	.	-6%	.
COc1ccc(S(=O)(=O)N2CCCCCC2)cc1C(=O)N(C)Cc1cccc(OC)c1OC	10%	-8	7	.	-10	.	3%	.	-1%	.
Cc1nc2ccccc2nc(C)c1=NOCc1cccc(Cl)c1	5%	18	9	2%	-2	8%	-6%	0	2%	1%
COc1cc(/C=C\C(=O)NCc2ccc3[nH]c(C)cc3c2)cc(OC)c1OC	3%	1	2	?	-9	-6%	-11%	1	-17%	.
O=C(Cc1cccc2ccccc12)Nc1cccnc1	2%	7	5	-16%	1	-2%	8%	-2	22%	-3%
O=C(NCCc1ccccc1)C1CCN(S(=O)(=O)c2cccc3nsnc23)CC1	-4%	-7	-1	?	1	8%	0%	3	-73%[inhibitor]	0%
CCc1nc(SCc2cc(=O)[nH]c3ccccc23)c2c(C)c(C)sc2n1	.	3	.	.	10	.	-6%	.	9%	.
CCOC(=O)Nc1ccc2c(c1)N(C(=O)CCN(C)C)c1ccccc1CC2	5%	3	-3	0%	-1	33%[activator]	2%	-2	?	3%
COc1ccccc1N1CCN(CCN(C(=O)c2ccc(F)cc2)c2ccccn2)CC1	2%	36	0	.	-8	-5%	1%	.	.	.
Cc1ccc(C(=O)c2cc([N+](=O)[O-])ccc2N2CCOCC2)c(C)c1	-4%	-4	5	?	-21	1%	-9%	.	-5%	-5%
COc1cccc(CNC(=O)CC2Sc3ccccc3NC2=O)c1 (configuration not stated)	4%	-7	12	-3%	-5	11%	-3%	1	3%	-1%

Reformatted: entries from further up
Sequence of screens – AT treatment	hERG WT inh	TRPV1 ag	MBNL1-CUG inh	KCNH2 3.1 block	CXXC DNA block	ASM inhibitor	Coupling enz	a7 integrin act	GALK inh
O=C(Cc1cccc2ccccc12)Nc1cccnc1
    2%	7	5	-16%	1	-2%	8%	-2	22%	-3%
O=C(NCCc1ccccc1)C1CCN(S(=O)(=O)c2cccc3nsnc23)CC1
    -4%	-7	-1	?	1	8%	0%	3	-73%[inhibitor]	0%

Following part
SMILES	AT treatment	hERG WT inh	TRPV1 ag	MBNL1-CUG inh	KCNH2 3.1 block	CXXC DNA block	ASM inhibitor	Coupling enz	a7 integrin act	GALK inh
CC1CCN(CC(O)COc2ccc(OCC(O)CN3CCC(C)CC3)cc2)CC1 (configuration not stated)	-3%	5	1	-7%	-6	-1%	1%	0	41%	.
O=C1/C(=C/c2ccc(F)cc2)SC(=S)N1CCCC(=O)N1CCCCC1CCO (configuration not stated)	-20%	-2	6	?	-26	25%	?	.	0%	-12%
CCCN1CCC(NC(=O)Nc2cccc3ccccc23)CC1	-8%	5	0	6%	?	-2%	-2%	3	?	6%
CC(=O)NS(=O)(=O)c1ccc(NC(=O)c2cc(-c3ccc(C)cc3)nc3ccccc23)cc1	-5%	-11	8	41%[activator]	10	6%	-3%	1	-3%	0%
COc1ccccc1N1CCN(C2CCCN(Cc3cc(F)cc(F)c3)C2)CC1 (configuration not stated)	-3%	5	4	0%	-10	5%	-3%	0	-8%	-7%
O=C(NC(=S)NCCN1CCOCC1)c1ccc(F)cc1	0%	-5	0	?	-5	-3%	8%	3	15%	1%
CCOC(=O)c1ccc(NC(=O)CC2OCCN(CC)C2=O)cc1 (configuration not stated)	-8%	12	-1	2%	9	-3%	-2%	0	-20%	-3%
CN(C(=O)CC1C(=O)NCCN1CC(c1ccccc1)c1ccccc1)C(C1CC1)C1CC1 (configuration not stated)	12%	32	?	8%	4	-3%	6%	-7	3%	0%
CCc1cc(=O)n2c([nH]c3ccccc32)c1C#N	3%	4	5	10%	5	-1%	.	-10	-1%	1%
CCc1nc2ccccc2c(C(=O)OCC(=O)C(C)(C)C)c1C	3%	-3	?	1%	1	2%	-1%	-1	16%	-1%
